# IL-1B inflam inh: blocks inflammasome-driven IL-1 beta release; THP-1 LPS/ATP IL-1B secretion, AlphaLISA, 16 h; hits give low values; activity change, % at 57.5 µM; hit rate 4.7% among 360,000; in the data active = activity change below about -50%; inconclusive = mostly about -30% to -49%; also: % is scaled to controls: 0 for no effect and ±100 for the full control effect
#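 Secreted IL-1B measured by AlphaLISA bead assay after 16 h compound exposure of THP-1 cells; compounds (final up to 57.5 uM) added 1 h before LPS (250 ng/mL) and ATP (1.25 mM) stimulation; lower signal means less secretion.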
# HepG2 tox: kills HepG2 cells in TGF-b inhibitor counter-screen; hit rate 0.76% among 410,000; Potency, µM (series often up to 46.1 µM), without a hit: top-dose activity change, negative = cytotoxicity, usual class: cytotoxic; HepG2 CAGA-GFP viability, ATP luminescence, 18 h; AID 588856; also: potency is read from the fitted curve at half-maximal effect; some results filed as inactive show a strong effect at the top dose
#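 HepG2 CAGA-GFP cells (1000/well, DMEM with 1% FBS) received compound, then TGF-beta at 500 pg/mL final, and were incubated 18 hours at 37 degrees C. Viability was read by CellTiter-Glo luminescence. Media-only wells were set as complete cell-killing and DMSO as no toxicity.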
# MCF10A rerep: induces DNA re-replication in MCF 10a normal breast cells | AID 624296 | MCF 10A DNA re-replication, Hoechst nuclear intensity, 48 h | hit rate 2.9% among 350,000 | Potency, µM (highest dose often 46.1 µM), for the others: top-dose activity, positive = re-replication, actives largely listed as activators; also: potency is read from the fitted curve at half-maximal effect; % of control where 0% means no effect; nearly all actives have a fitted effect of over 50% in size
# ATXN2 expr inh: reduces ATXN2 reporter expression in HEK-293 cells; HEK-293 ATXN2-luciferase reporter, luminescence, 24 h; Potency, µM (titrated, usually from 57 µM), for the others: at the highest dose activity change, negative = inhibition, most hits filed as inhibitors; hit rate 0.72% among 360,000; AID 1745845; also: potency is read from the fitted curve at half-maximal effect; % is scaled to controls: 0 for no effect and ±100 for the full control effect; nearly all actives have a fitted effect of over 55% in size
#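 qHTS (up to 57 uM final) was run with 24 h compound exposure of reporter cells at 37 °C. Each well was multiplexed: SteadyGlo luminescence measured ATXN2-luciferase expression after a fluorogenic Gly-Phe-AFC viability readout (25 uM final).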
# TGFb SMAD3 inh: blocks TGF-b signaling; HepG2 CAGA-GFP TGF-b/SMAD3 reporter, GFP fluorescence, 18 h; TGF-beta stimulated, 500 pg/mL final; Potency, µM (series often up to 46.1 µM), for the others: top-dose activity, negative = inhibition, usual class: inhibitors; hit rate 1.2% among 410,000; AID 588855; also: potency is read from the fitted curve at half-maximal effect; % is scaled to controls: 0 for no effect and ±100 for the full control effect; nearly all actives have a fitted effect of over 65% in size
#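 HEPG2 CAGA-GFP cells (1000/well, DMEM with 1% FBS) were pre-incubated 2 h at 37 degrees C, given compound by pin tool, then stimulated with TGF-beta at 500 pg/mL final for 18 h before per-cell GFP fluorescence imaging.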
# S2 tox: viability counter-screen for ATXN expression inhibitors | S2 cells (HEK-293 line with an ATXN2-luciferase reporter) viability, CellTiter-Fluor protease fluorescence, 24 h | Potency, µM (top dose mostly 56.7 µM), most hits filed as cytotoxic | hit rate 0.49% among 400,000 | AID 651635; also: potency is read from the fitted curve at half-maximal effect; nearly all actives have a fitted effect of over 40% in size
# Nrf2 block: blocks Nrf2 signaling. A549 ARE-Fluc reporter, luciferase luminescence, 18-24 h. Potency, µM (highest dose often 46 µM), for the others: at the highest dose activity change, negative = inhibition, most hits filed as inhibitors. hit rate 2.1% among 360,000; also: potency is read from the fitted curve at half-maximal effect; % is scaled to controls: 0 for no effect and ±100 for the full control effect; nearly all actives have a fitted effect of over 60% in size
#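 Cells were seeded and rested 2 h, then exposed to compounds for 18-24 h. CellTiter-Fluor was read first as a viability measure. BugLite was added 15 min before the final luminescent read of ARE-luciferase activity in A549 cells.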
# Nrf2 activator: activators of Nrf2 (ARE) signaling | Potency, µM (highest dose often 46.1 µM), inactives show at the top dose activation, actives largely listed as activators | hit rate 0.31% among 410,000 | AREc32 ARE-luciferase reporter (MCF7-derived line), luminescence, 24 h; also: potency is read from the fitted curve at half-maximal effect; % of control where 0% means no effect; nearly all actives have a fitted effect of over 65% in size
#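 Reporter line AREc32 (ARE-Fluc), seeded overnight in OPTI-MEM with 5% FBS; compound pin-transferred, 24 hr at 37 deg C, 5% CO2; luminescent read-out.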
# A549 tox: A549 cytotoxicity, counter-screen for Nrf2 inhibitors; hit rate 0.16% among 390,000; Potency, µM (series often up to 46 µM), for the others: at the highest dose activity change, negative = cytotoxicity, usual class: inhibitors; A549 ARE-Fluc cells, CellTiter-Fluor viability, 18-24 h; also: potency is read from the fitted curve at half-maximal effect; % is scaled to controls: 0 for no effect and ±100 for the full control effect
#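 A549 ARE_Fluc cells in 5% FBS OPTI-MEM were exposed to compounds in concentration-response for 18-24 h at 37 deg C. Viability was read by CellTiter-Fluor fluorescence (Ex 405/Em 525) after 30 min, before the luciferase read.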
# The depositor's hits bear a star; i = inactive; ? = inconclusive; / = not tested or not shown; [ ] = dose if it differs, or a comment. Unless noted, calls follow the shape of the dose curve; as a rule, active = well fitted curve in the direction sought with a large enough effect; inconclusive = small, poorly fitted or top-dose-only effect, or another doubt; inactive = no such curve, though single readings can be large; an effect the other way counts as inactive or inconclusive.
SMILES,IL-1B inflam inh,HepG2 tox,MCF10A rerep,ATXN2 expr inh,TGFb SMAD3 inh,S2 tox,Nrf2 block,Nrf2 activator,A549 tox
O=C(c1cc(-c2ccccc2O)on1)N1CCOCC1,-6,-5%,-2%,2%,0%,i,2%,2.8%,1%
COC(=O)C1(C(C[N+](=O)[O-])c2ccco2)C(=O)NCC1c1ccccc1 (stereo unspecified),-7,-159%,2%,12%,-2%,i,1%,6.0%,0%
O=C1c2ccccc2CC1Sc1nnc(-c2ccccn2)o1 (stereo unspecified),0,-22%,?,34%,-2%,i,?,13µM*,7%
CCOP(=O)(OCC)c1cccc(P(=O)(c2ccccc2)c2ccccc2)c1O,55,-6%,12%,18%,-5%,i,6%,0.4%,3%
COC(=O)c1ccc(NC(=O)C2CCCN2C(=O)OCc2ccccc2)cc1 (stereo unspecified),7,3%,0%,5%,1%,i,-12%,-0.3%,4%
COc1cccc(NC(=O)CSC2=Nc3ccccc3C3=NC(CC(=O)NCc4cccs4)C(=O)N23)c1 (stereo unspecified),/,-1%,/,/,12%,/,/,4.5%,0%
COc1ccc(C(CNC(=O)CCNC(=O)c2ccccc2OC)N2CCCC2)cc1 (stereo unspecified),-10,-1%,1%,8%,10%,i,4%,-0.5%,-4%
CN(Cc1nc2ccccc2c(=O)[nH]1)C(=O)C1CC(=O)N(c2cccc3ccccc23)C1 (stereo unspecified),17,10%,-17%,6%,6%,i,4%,0.3%,0%
Cc1cc(C)nc(N2CCC(C(=O)NCCc3ccc(Cl)cc3)CC2)n1,0,4%,6%,-17%,7%,i,-11%,-1.0%,3%
CCN(C(=O)COC(=O)c1ccccc1SCC(=O)N1CCCC1)C1CCS(=O)(=O)C1 (stereo unspecified),-8,-19%,-1%,-5%,-12%,i,20%,1.8%,2%
CCOCCCn1c(SCC(=O)NCc2ccc3c(c2)OCO3)nc2ccccc2c1=O,-2,-30%,13%,-18%,-9%,?,-12%,-0.4%,-7%
COC(=O)C(Cc1ccc(O)cc1)NC(=O)CCc1ccco1 (stereo unspecified),-12,0%,-4%,1%,1%,i,0%,-0.3%,10%
CC(=O)Nc1ccc(NC(=O)CN(c2cc(Cl)ccc2Cl)S(C)(=O)=O)cc1,-1,3%,?,5%,-3%,i,-15%,-0.5%,0%
Cc1ccc(NC(=O)CCS(=O)(=O)c2cc3c4c(c2)CCN4C(=O)CC3)c(C)c1,/,1%,/,9%,?,i,0%,1.1%,11%
Cc1ccc(C)c(CSCC(=O)NCc2cccs2)c1,-14,-15%,-4%,-16%[11.3 µM],0%,i,-15%,0.9%,-1%
COc1cc(OC)c(/C=N/n2c(C)nnc2C)c(OC)c1,0,-7%,26µM*,-1%,-14%,i,-13%,0.4%,-3%
O=c1[nH]c(CSc2ncc(C(F)(F)F)cc2Cl)nc2cc(C(F)(F)F)ccc12,17,-9%,?,-17%,-19%,i,1%,0.5%,2%
O=C(Nc1ccccc1)Nc1snnc1C(=O)Nc1cccc(O)c1,84,1%,4%,-8%,?,?,2%,8.4%,-7%
O=C(CN1CCCCCC1)N1c2ccccc2C=Cc2ccccc21,-8,-25%,-4%,-3%,-9%,?,11%,-0.7%,3%
Cc1ccc(S(=O)(=O)CCC(=O)NC2CCCC2)cc1,7,16%,1%,3%,10%,i,-12%,-0.3%,-2%
Cc1ccc(NC(=O)CN(C)C(=O)c2cc3ccccc3o2)cc1,13,-8%,2%,-4%,3%,i,-9%,-0.3%,-8%
CC(=O)Nc1sc(C)c(C)c1C(=O)OCC(=O)Nc1ccc(S(N)(=O)=O)cc1,2,-1%,?,-8%,-1%,i,-1%,-0.7%,-6%
COCCN(CCOC)C(=O)c1ccc(CSc2nc3ccccc3s2)cc1,6,-23%,?,-18%,?,i,13µM*,5.5%,-17%
Nc1nc(CSc2nnc(-c3cccc(F)c3)n2-c2ccccc2)nc(N2CCOCC2)n1,0,14%,0%,-17%,23%,i,-3%,-0.8%[9.22 µM],11%
COc1cc(OC)c(NC(=O)COc2ccccc2-c2nnc(-c3ccccc3)o2)cc1Cl,/,0%,/,-12%,1%,i,22%,0.2%,-4%
CN1C(=S)SC(/[N+]([O-])=C\c2ccccc2)C1(C)C (stereo unspecified),2,-4%,-6%,4%,10%,i,26%,0.4%,4%
Cc1cc(O)c(NC(=O)c2cc([N+](=O)[O-])ccc2Cl)cc1C,-84*,-15%,?,-18%[11.3 µM],-17%,i,-16%,?,1%
COC(=O)c1ccccc1NC(=O)CSc1nc2ccsc2c(=O)n1Cc1ccc(C(=O)O)cc1,1,0%,/,/,9%,i,/,0.3%,/
O=S(=O)(NCCSc1ccc(Cl)cc1)c1ccc(F)cc1,0,-46%,?,?,?,i,-5%,4.3%,-9%
CS(=O)(=O)N(CCc1ccccc1)CC(=O)N1CCc2ccccc2C1,19,-32%,8%,8%,-1%,i,6%,-0.8%,2%
COc1ccc(N=C2SCC(c3ccc(C)cc3)=NN2CCO)cc1,/,-32%,-3%,-3%,?,i,-18%,-0.5%,1%
O=C(Cn1c(C(F)(F)F)nc2ccccc21)Nc1ccccc1N1CCOCC1,18,-2%,-11%,3%,?,i,/,0.0%,2%
CCN(CC)S(=O)(=O)c1ccc(C)c(NC(=O)Cc2ccc(S(=O)(=O)N3CCOCC3)s2)c1,3,-106%,12%,8%,2%,i,-29%,4.9%,2%
O=C(Cn1c(=O)c2ccccc2n(CC(=O)N2CCCCC2)c1=O)N1CCCCC1,-2,9%,1%,/,-12%,?,-2%,-0.4%,-12%
CCOC(=O)CSc1nc2c(sc(=S)n2-c2ccccc2OC)c(=O)n1-c1ccccc1OC,-64*,-14%,10%,2%,-1%,i,-14%,-0.7%,-8%
COc1ccc(N2CCN(C(=O)C3CCN(S(=O)(=O)c4ccc(F)cc4)CC3)CC2)cc1,-8,-20%,1%,-14%,?,i,?,-0.3%,14%
COc1ccc(NS(=O)(=O)c2ccc(NC(=O)c3ccc(CN4CCOCC4)cc3)cc2)cc1,?,3%,?,?,-2%,i,?,4.6%,-2%
CCCCN(CC)C(=O)c1cc2cc3ccc(Cl)cc3nc2o1,-6,-23%,-2%,/,-17%,i,-7%,13%,1%
O=C1NC(=O)C2(CCCC2C(=O)O)N1 (stereo unspecified),19,5%,-1%,-4%,1%,i,6%,0.2%,-2%
COc1ccc(CCC(C)NCCc2ccc(Cl)cc2Cl)cc1 (stereo unspecified),-51*,16µM*,19%,/,?,/,6%,-4.9%,1%

# Profiles from above:
# CC(=O)Nc1sc(C)c(C)c1C(=O)OCC(=O)Nc1ccc(S(N)(=O)=O)cc1 is listed with IL-1B inflam inh: 2; HepG2 tox: -1%; MCF10A rerep: ?; ATXN2 expr inh: -8%; TGFb SMAD3 inh: -1%; S2 tox: i; Nrf2 block: -1%; Nrf2 activator: -0.7%; A549 tox: -6%
# CN1C(=S)SC(/[N+]([O-])=C\c2ccccc2)C1(C)C (stereo unspecified) is listed with IL-1B inflam inh: 2; HepG2 tox: -4%; MCF10A rerep: -6%; ATXN2 expr inh: 4%; TGFb SMAD3 inh: 10%; S2 tox: i; Nrf2 block: 26%; Nrf2 activator: 0.4%; A549 tox: 4%

# Further compounds:
SMILES,IL-1B inflam inh,HepG2 tox,MCF10A rerep,ATXN2 expr inh,TGFb SMAD3 inh,S2 tox,Nrf2 block,Nrf2 activator,A549 tox
CCc1nc2ccc(C(=O)N(CC)CCN(C)C)cn2c1N(C)C(=O)c1cccc(OC)c1,3,-2%,/,7%,-10%,i,/,0.0%,/
Cc1ccc(NC(=O)/C(C#N)=C\c2ccc(Cl)cc2Cl)cc1C,/,-47%,/,-3%,?,i,-15%,4.0%,-5%
N=c1c(C(=O)NCCc2ccccc2)cc2c(=O)n3ccccc3nc2n1Cc1ccco1,?,-1%,9.2µM*,-18%,-13%,i,-5%,0.1%,-22%
CCOC(=O)c1nn(-c2ccc(Cl)cc2)c2nnc(Cc3ccccc3)c(=O)n12,-3,-12%,0%,?,-2%,?,2%,0.1%,-7%
O=C(NCC1OCCc2ccccc21)c1cc(COc2c(F)cccc2F)on1 (stereo unspecified),-7,-24%,3%,44%[activator],1%,i,?,1.8%,0%
Cc1nc(NC(=O)COC(=O)[C@@H](NC(=O)c2ccco2)C(C)C)c(Cl)cc1Cl,23,1%,12%,-33%,-6%,i,0%,2.8%,4%
CC(OC(=O)c1cc2sccc2n1C)C(=O)NCc1cccs1 (stereo unspecified),-8,-15%,-3%,3%,?,i,?,1.8%,5%
COc1ccccc1-c1nc(COc2ccc(Cl)cc2Cl)no1,-21,11%,6%,66%[activator],8%,i,?,2.3%,5%
COc1ccc(NC(=O)Cn2c(=O)nc(-c3ccccc3)c3ccccc32)cc1OC,/,10%,/,/,3%,/,/,2.3%,0%
Cc1ccc(Cl)cc1N1CCN(C(=O)CN2C(=O)COc3ccc(S(=O)(=O)N4CCCCCC4)cc32)CC1,/,-9%,/,-7%,2%,i,-4%,0.6%,0%
C[C@@H]1CCCCO[C@H](CN(C)C(=O)c2ccccc2)[C@@H](C)CN([C@H](C)CO)C(=O)c2cc(NC(=O)c3ccncc3)ccc2O1,19,-2%,/,9%,5%,i,/,-0.2%,/
O=C(Cn1cnc2cc([N+](=O)[O-])ccc2c1=O)Nc1ccc(N2CCOCC2)cc1,46,5%,-1%,6%,-2%,i,-10%,0.3%,2%
CC(C)NC(=O)COC(=O)c1ccccc1CSC1=NCCS1,0,-14%,-4%,3%,3%,i,-14%,0.3%,1%
CN1OC[C@@H]2CN(S(=O)(=O)c3cc(Cl)cc(Cl)c3)[C@H](c3ccc(-c4ccc(C#N)cc4)cc3)C[C@@H]21,17,1%,/,0%,5%,i,/,-0.1%,/

# Source: PubChem BioAssay
